# HKDC1 inh = HKDC1 (human) hexokinase inhibition | 0.16% of 340,000 active | inhibition, % at 20 µM | Q2TB90 | AID 493160 | recombinant HKDC1, G6PDH/diaphorase resazurin coupled fluorescence;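 active = inhibition above about 35% when tested at 20 µM, limit read from the data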;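 also: plate controls were DMSO wells with enzyme for no effect and DMSO wells lacking enzyme for full effect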
#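 Test system: recombinant HKDC1 (HK5) hexokinase enzyme, produced in-house; Amount: enzyme 5 µg/mL final; Buffer or medium: Tris pH 8.0 buffer with MgCl2, Tween-20, BSA, BME; Reagent: glucose and ATP substrates; Doses: 20 µM test compound, 1% DMSO; Incubation: 90 min reaction incubation at room temperature, dark; Detection: resorufin fluorescence at 613 nm.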
# SENP7 inh = blocks the human protease SENP7; AID 434973; recombinant SENP7, Z-RLRGG-aminoluciferin luminescence, 40 min; inhibition, % at 5 µM; 1.5% of 330,000 active;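 active = inhibition above about 50% at the single test dose, limit read from the data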;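 also: plate controls were DMSO with enzyme for no effect and no enzyme buffer wells for full effect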
# Target sequence (Q9BQF6 706-1050 limits assumed): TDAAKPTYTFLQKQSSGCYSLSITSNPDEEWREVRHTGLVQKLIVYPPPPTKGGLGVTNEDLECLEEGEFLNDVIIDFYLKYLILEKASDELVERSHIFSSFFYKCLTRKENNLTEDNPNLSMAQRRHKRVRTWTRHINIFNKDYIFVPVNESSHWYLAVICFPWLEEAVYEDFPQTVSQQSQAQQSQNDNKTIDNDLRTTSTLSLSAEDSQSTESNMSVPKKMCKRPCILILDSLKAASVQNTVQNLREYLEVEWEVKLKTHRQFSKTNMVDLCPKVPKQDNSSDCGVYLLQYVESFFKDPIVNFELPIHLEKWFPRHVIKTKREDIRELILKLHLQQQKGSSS
# SENP8 block-1 = inhibitors of human SENP8 protease; recombinant SENP8, Nedd8 substrate fluorescence; inhibition, % at 20 µM; AID 602440; 0.64% of 360,000 active; in the data active = inhibition mostly above about 40%, no sharp cut-off; inactive = mostly below about 27%
# Target sequence (Q96LD8 whole entry, looked up): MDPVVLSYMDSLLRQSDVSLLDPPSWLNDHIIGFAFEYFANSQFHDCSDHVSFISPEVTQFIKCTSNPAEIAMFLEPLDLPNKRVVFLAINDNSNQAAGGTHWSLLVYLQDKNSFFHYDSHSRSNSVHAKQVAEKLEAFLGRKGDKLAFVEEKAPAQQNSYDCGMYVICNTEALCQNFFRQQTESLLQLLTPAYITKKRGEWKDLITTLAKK
# Apaf-1 inh = inhibitors of human Apaf-1 apoptosome; 0.71% of 330,000 active; O14727; inhibition, % at 20 µM; reconstituted apoptosome caspase-3 activity, DEVD-Rh110 fluorescence; active = inhibition of at least 40% at 20 µM;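 also: plate controls were DMSO wells for no effect and DEVD-CHO caspase inhibitor wells for full effect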
#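 Material: reconstituted apoptosome with Apaf-1, cytochrome c, caspase-9, procaspase-3, dATP. Technique: Rh110 fluorescence intensity. Buffer or medium: pH 7.5 Hepes buffer with CHAPS, BSA, DTT. Times: 30 min plus 50 min, RT.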
# PfGluPho inh = PfG6PD (Plasmodium falciparum) enzyme inhibition; AID 504690; 0.78% of 350,000 active; inhibition, % at 20 µM; PfGluPho enzyme, NADPH resazurin-diaphorase fluorescence;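 active = inhibition reaching at least a set limit at 20 µM in the primary screen, cut at about 59% in these data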;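 also: 0% = DMSO wells with substrate and 100% = DMSO wells lacking glucose-6-phosphate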
# SENP6 block = SENP6 protease inhibition; Q9GZR1; Recombinant SENP6 catalytic domain, aminoluciferin luminescence; inhibition, % at 10 µM; 1.8% of 330,000 active; AID 2599;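 active = inhibition above about 50% at the single tested dose, limit read from the data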;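 also: plate controls were DMSO wells with enzyme for no effect and DMSO wells lacking enzyme for full effect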
# SENP1 inh = SENP1 (human) catalytic domain inhibition. Q9P0U3. recombinant SENP1 catalytic domain, CyPet-SUMO1-YPet FRET cleavage. inhibition, % at 10 µM. 0.21% of 360,000 active;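 active = inhibition at least 30% at 10 µM, raw YFP signal under a set limit, fluorescence ratio 0.5 to 1.5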;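 also: 0% = enzyme with DMSO and 100% = no enzyme wells; some results filed as inactive read as strong as hits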
# Target sequence (Q9P0U3 419-644 limits assumed): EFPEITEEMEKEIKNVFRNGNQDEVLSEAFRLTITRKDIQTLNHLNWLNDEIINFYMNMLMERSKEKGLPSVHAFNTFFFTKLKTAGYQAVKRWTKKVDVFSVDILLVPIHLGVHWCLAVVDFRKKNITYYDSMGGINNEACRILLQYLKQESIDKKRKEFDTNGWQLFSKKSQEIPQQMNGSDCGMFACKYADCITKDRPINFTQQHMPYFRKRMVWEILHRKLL
#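 System: Recombinant human SENP1 catalytic domain, His6-tagged | Incubation: Enzyme reaction for 50 min at room temperature, dark | Medium: Tris pH 8 with BME, BSA, NP40 and catalase | Also added: 25 nM SUMO1 FRET substrate | Compound: 10 µM single point, 0.5% DMSO | Measured by: FRET fluorescence in CFP and YFP emission channels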
# SENP8 block-2 = blocks the human protease SENP8; purified SENP8, Z-RLRGG-aminoluciferin cleavage, luminescence; Q96LD8; inhibition, % at 10 µM; AID 2540; 1.2% of 330,000 active; in the data active = inhibition above about 50%
# NLRP3 yeast inh = NALP3 inhibition in yeast; Yeast reconstituted NLRP3/ASC/caspase-1, beta-gal luminescence, 24 h; inhibition, % at 10 µM; 0.39% of 330,000 active; AID 2825;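 active = inhibition of 50% or more; inactive = inhibition below 50%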;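 also: plate controls were induced DMSO wells for no effect and uninduced yeast grown without galactose for full effect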
# Starred values were filed as active, the others as inactive; / = no result given.
SMILES,HKDC1 inh,SENP7 inh,SENP8 block-1,Apaf-1 inh,PfGluPho inh,SENP6 block,SENP1 inh,SENP8 block-2,NLRP3 yeast inh
COc1ccc(NC(=O)COC(=O)c2cnccn2)cc1Cl,-6,-7,-4,5,2,-6,-2,-3,-1
CCOC(=O)C1CCCN(C(=O)CN2C(=O)/C(=C/c3ccc(OC)cc3)Oc3ccccc32)C1 (stereo not given),13,4,-358,16,1,7,-7,-3,23
CC(CC(=O)NCCc1ccc(S(N)(=O)=O)cc1)c1ccccc1 (stereo not given),-6,-14,1,-3,-3,20,-5,0,9
C=CCN1c2ccccc2C(=O)CS1(=O)=O,-7,2,-108,-1,-9,-12,0,-11,5
CCOc1ccc(S(=O)(=O)N2CCC(C(N)=O)CC2)c2ccccc12,0,-3,14,13,0,-9,1,-7,4
CCC(CC)COC(=O)C1=C(C)NC(=O)NC1c1ccc([N+](=O)[O-])cc1 (stereo not given),3,3,22,7,3,7,1,-5,6
N=C1SC(CC(=O)Nc2ccccc2[N+](=O)[O-])C(=O)N1c1ccccc1 (stereo not given),1,1,15,-21,-15,4,4,3,15
CCc1ccc(NC(=O)CCNC(=O)Cn2cnc3ccccc3c2=O)cc1,-1,5,-3,0,11,17,3,6,9
Oc1ccc(/C=C/c2ccc3ccccc3n2)cc1,-1,102*,-395,1,49,101*,20,98*,48
COc1ccccc1NC(=O)C(C)NS(=O)(=O)c1ccccc1 (stereo not given),4,-8,8,1,6,-13,0,-6,9
O=C1C2CCCN2C(=O)N1CCCCN1CCN(c2cccc(C(F)(F)F)c2)CC1 (stereo not given),-4,-2,22,5,-13,8,3,11,5
COc1ccc(/C=C/C(=O)Nc2ccccc2Cl)cc1S(=O)(=O)N1CCOCC1,5,9,-32,-5,14,8,-1,-2,1
COc1ccc(C2CC(=O)C3=C(C2)Nc2ccccc2N(C(=O)C2CC2)C3c2cccnc2)cc1OC (stereo not given),-4,3,-124,-15,-4,-8,3,-1,4
Cc1ccc(-c2nnn(CC(=O)N(c3cccc(F)c3)C(C(=O)NC(C)(C)C)c3ccco3)n2)o1 (stereo not given),8,9,1,4,-6,-9,1,-8,16
Cc1c(C(=O)OCCOc2ccccc2)[nH]c2c1C(=O)CCC2,-1,16,9,1,-5,5,-1,-3,7
CC(C)c1ccccc1NS(C)(=O)=O,/,-5,/,-7,/,-8,/,-6,11
CCC(C)c1ccc(NC(=O)COC(=O)c2nc3nccc(C)n3n2)cc1 (stereo not given),0,6,0,5,-4,-5,-2,2,13
CC1CCCC(C)N1C(=O)CSc1nc2c(c(=O)n(C)c(=O)n2C)n1C (stereo not given),-1,0,3,3,-3,29,2,4,24
CCC1Oc2ccc(C)cc2N(CC(=O)NC2CCCCC2)C1=O (stereo not given),-2,1,13,0,-6,-20,0,7,18
Cc1ccc(C23CC4CC(CC(C(=O)N5CCN(C)CC5)(C4)C2)C3)cc1,-2,-2,20,7,7,2,7,-4,10
CCCSc1nc2c(c(=O)[nH]c(=O)n2C)n1Cc1ccc(C)cc1,-3,0,11,18,-12,-10,0,5,10
NNC(=O)c1csc(-c2ccccc2)n1,-3,13,16,-9,8,-8,0,-5,0
CCCS(=O)(=O)NCc1ccc2c(c1)cc(C)n2C,9,1,-50,-6,13,1,-6,0,18
Cc1ccc(C(=O)Nc2nccs2)cc1,-4,41,-258,-26,15,-8,-2,20,18
Cc1ccc(S(=O)(=O)Oc2ccc(/C=C(/NC(=O)c3ccccc3)C(=O)O)cc2)cc1,8,-6,17,10,-25,-19,2,-19,-12

# Later entries
SMILES,HKDC1 inh,SENP7 inh,SENP8 block-1,Apaf-1 inh,PfGluPho inh,SENP6 block,SENP1 inh,SENP8 block-2,NLRP3 yeast inh
Cc1cc(C)cc(NC(=O)[C@H](NC(=O)[C@@H]2Cc3ccccc3CN2)c2ccccc2)c1,4,3,6,25,-2,7,-4,11,6
Cc1nc2ccccn2c1C(=O)NC1CCCC1,2,6,6,-15,-14,-9,2,-3,-15
CCOc1ccccc1-c1nnc(SCC(=O)NC2CC2)n1CC,3,-13,10,7,2,-13,0,0,10
CCN(CC)S(=O)(=O)c1ccc(N2CCCC2)c(NC(=O)CN2C(=O)NC3(CCCC3)C2=O)c1,1,7,-7,6,0,6,-2,-2,-1
CN(C)c1ccc(CNC2CC(C)(C)NC(C)(C)C2)cc1,-4,7,10,4,5,-5,1,-4,19
Cc1nnc(N2C(=O)C(O)=C(C(=O)c3ccco3)C2c2ccc(F)cc2)s1 (stereo not given),8,6,-34,10,9,10,9,-4,11
C=CCOc1ccc(C2CC(C)=NN2c2ccccc2)cc1 (stereo not given),-6,-5,-49,2,-4,-4,-59,-2,4
O=[N+]([O-])c1ccc(Cl)c(/C=N/Nc2nc(N3CCOCC3)nc(N3CCOCC3)n2)c1,0,5,1,-1,2,-14,1,-1,-1
Cc1ccc(C)c2[nH]c(=O)c(CN(Cc3ccco3)S(=O)(=O)c3ccc4c(c3)OCCO4)cc12,16,3,-31,8,8,-10,-1,-5,-2
COc1ccc(C(=O)NCC(=O)Nc2cccc(S(=O)(=O)NCc3ccco3)c2)cc1OC,18,5,-3,5,-4,-3,-4,7,21
COC(=O)c1ccc2nc(Nc3nc4c(F)cc(F)cc4s3)sc2c1,7,2,-395,11,-4,28,-25,11,12
CS(=O)(=O)N1CCN(C(=O)C(Sc2ccccc2)c2ccccc2)CC1 (stereo not given),-4,6,14,-6,-4,-11,1,0,-2
Cc1ccccc1N1C(=O)CC(c2c[nH]c3ccccc23)C1=O (stereo not given),-9,7,-6,-1,10,-1,-2,5,10
Cc1nc2c3ccccc3nc(SCC(=O)N3CC(C)CC(C)C3)n2n1 (stereo not given),1,2,6,17,1,8,0,5,9
COc1ccc(NC(=O)CSc2nc(N)c(C(=O)Nc3ccc(N(C)C)cc3)s2)cc1,-5,-16,17,5,-1,-1,5,-1,5
COc1ccc(CNC(=O)C2CCN(S(=O)(=O)c3ccc4c(c3)NC(=O)C(C)S4)CC2)cc1 (stereo not given),1,-2,2,17,8,20,6,0,3
C=CCOc1c(Br)cc(/C=N/NC(N)=O)cc1OC,-8,-3,7,-5,30,-12,0,-12,11
CCOC(=O)CSc1nnc(CSc2nc3sc4c(c3c(=O)[nH]2)CCC4)n1C,-6,2,-28,8,-24,4,-2,-3,-5
O=C(Nc1ccc2c(c1)OCO2)C1CCCCN1S(=O)(=O)c1ccc(F)cc1 (stereo not given),3,-11,-7,3,-3,-9,0,-6,0
FC(F)(F)c1ccccc1-n1ccnc1,-3,3,0,-10,-7,-6,1,6,6
CCOc1cc(N2CCOCC2)c(OCC)cc1NC(=O)c1cc(S(=O)(=O)N2CCOCC2)ccc1C,6,6,15,6,33,-5,9,8,-10
CCOc1ccc(CC(=O)Nc2ccc(NC(=O)c3ccco3)cc2)cc1OCC,-6,/,18,/,6,/,1,/,/
CN1CCCN(C(=O)/C=C/c2ccc(F)cc2)CC1,-14,-5,9,5,21,-6,1,-12,-3
COc1ccc(CN(C)C(=O)c2cccc(NC(=O)CC3SC(N4CCCCC4)=NC3=O)c2)c(OC)c1 (stereo not given),1,/,1,/,2,/,-1,/,/
CCCNc1c(NC(=O)c2cccs2)c(=O)oc2ccccc12,0,-8,24,-4,-7,-38,3,-12,5

# Single records, as listed above. Order of screens: HKDC1 inh | SENP7 inh | SENP8 block-1 | Apaf-1 inh | PfGluPho inh | SENP6 block | SENP1 inh | SENP8 block-2 | NLRP3 yeast inh
# Listed for COc1ccc(NC(=O)CSc2nc(N)c(C(=O)Nc3ccc(N(C)C)cc3)s2)cc1 : -5 | -16 | 17 | 5 | -1 | -1 | 5 | -1 | 5
# Listed for Cc1ccc(C)c2[nH]c(=O)c(CN(Cc3ccco3)S(=O)(=O)c3ccc4c(c3)OCCO4)cc12 : 16 | 3 | -31 | 8 | 8 | -10 | -1 | -5 | -2
# Listed for Cc1nnc(N2C(=O)C(O)=C(C(=O)c3ccco3)C2c2ccc(F)cc2)s1 (stereo not given) : 8 | 6 | -34 | 10 | 9 | 10 | 9 | -4 | 11
# Listed for CS(=O)(=O)N1CCN(C(=O)C(Sc2ccccc2)c2ccccc2)CC1 (stereo not given) : -4 | 6 | 14 | -6 | -4 | -11 | 1 | 0 | -2

# The list continues:
SMILES,HKDC1 inh,SENP7 inh,SENP8 block-1,Apaf-1 inh,PfGluPho inh,SENP6 block,SENP1 inh,SENP8 block-2,NLRP3 yeast inh
Cc1nn2c(-c3ccccc3)nnc2c2ccccc12,0,3,-28,30,-8,-15,4,-9,10
O=C(NC(=O)c1cccc(F)c1)Nc1nc(-c2ccc(F)cc2)cc(C(F)(F)F)n1,-5,0,-20,-6,1,3,2,-10,-8
C[C@H](O)c1[nH]c2cc(F)ccc2c1[C@H](C)O,2,-12,-81,8,10,1,-13,-13,5
c1cc2c(c(NCc3ccncc3)c1)CCCC2,2,-2,20,5,10,-2,-2,0,3
CCN(c1cccc(C(F)(F)F)c1)S(=O)(=O)c1ccc2c(c1)CCN2C(C)=O,2,4,23,13,-9,15,1,3,11
O=C(C1=C[C@H](c2ccc(C(F)(F)F)cc2)C[C@H](OCc2ccc(CO)cc2)O1)N1CCOCC1,-4,10,4,2,10,-10,1,-4,-1
O=S(=O)(c1ccc2ccccc2c1)N1CCN(S(=O)(=O)N2CCCCC2)CC1,-10,-2,14,-2,-13,3,1,3,1
CCOC(=O)Cc1csc(NC(=O)CSc2nnnn2-c2ccc(F)cc2)n1,-8,-4,10,-13,-10,-10,1,-1,2
O=C(N/N=C/C=C/c1ccccc1[N+](=O)[O-])c1cccnc1,16,-9,16,-1,-12,13,1,-5,-3
CN(C)/C=N/c1sc2c(c1C#N)CCC2,-6,-11,17,-2,-5,-23,1,-11,21
CCOc1ccccc1NC(=O)c1cc(-c2cc(OC)c(OC)c(OC)c2)nc2ccccc12,3,6,-140,32,5,-10,1,3,21
O=C(Nc1ccnc(-c2ccncc2)n1)c1ccc(Cl)cc1,-8,-2,-59,-40,10,-8,0,-2,19
c1ccc2c(NCC3CCCO3)nc(N3CCOCC3)nc2c1 (stereo not given),-7,-6,-458,-9,-6,-20,2,-7,5
O=C(c1ccc(-n2cncn2)c([N+](=O)[O-])c1)N1CCN(S(=O)(=O)c2cccc(F)c2)CC1,1,-6,24,11,3,4,2,13,5
CCC(O)(CC)C(=O)N=Nc1c(O)[nH]c2ccccc12,-5,7,15,-4,4,-9,1,2,12
COc1ccc(NC(=O)CN(c2ccccc2F)S(=O)(=O)c2ccc(C)cc2)c(OC)c1,8,-2,19,15,-3,-11,0,-2,9
C(=N\N1CCN(C2c3ccccc3-c3ccccc32)CC1)/c1ccccn1,1,-8,18,20,-19,3,1,3,18
Cc1ccc(C(=O)N2CCC(C(=O)c3c(C)cc(C)cc3C)CC2)cc1,6,1,8,19,3,6,2,4,3
COC(CN1C(=O)C(O)=C(C(C)=O)C1c1ccccn1)OC (stereo not given),2,-4,8,1,-10,-19,-1,-1,8
O=[N+]([O-])c1ccc(O)c(/C=N/Nc2ccccn2)c1,-13,/,31,/,-43,/,14,/,/
C=CCc1ccccc1OCC(O)CN1CCOCC1 (stereo not given),0,14,22,-8,4,-11,4,-3,16
N#CC1(c2ccccc2)CCC(=NNS(=O)(=O)c2ccccc2)CC1 (stereo not given),1,5,17,-2,-3,6,1,4,0

# Compound activity deposited in PubChem by Sanford-Burnham Center for Chemical Genomics.
